# HT1080 IDH1KD tx: qHTS for induction of synthetic lethality in tumor cells producing 2HG: qHTS for the HT-1080-IDH1KD cell line; HT-1080 IDH1 knockdown viability, ATP luminescence, 48 h; Potency, µM (series often up to 46.1 µM), for the others: at the top dose activity, negative = toxicity, hits mostly cytotoxic; actives 2% (n = 360,000); AID 686971, 2013;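 note: 0% = DMSO wells and -100% = cell-free medium wells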
#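 After a 2 h attachment period, IDH1KD HT-1080 cells took pin-transferred compound for 48 h at 37 °C; ATP-based luminescence after 10 min room-temperature reagent incubation reported viability.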
# KB-V1 cytotox: qHTS assay for MDR1-selective chemotherapeutics: Primary screen using the drug-selected MDR subline cells KB-V1; KB-V1 MDR cells viability, CellTiter-Glo, 72 h; Potency, µM (top dose mostly 46.1 µM), for inactives: at the highest dose activity change, negative = cytotoxicity, hits mostly cytotoxic; actives 3.4% (n = 400,000); note: % is set by controls: 0 for no effect and ±100 for the full control effect; nearly all actives have a fitted effect of over 60% in size
#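 In this primary screen, KB-V1 cells overexpressing P-gp are incubated with library compounds (lowest to highest concentration) for 72 h at 37 degrees C before a luminescent ATP viability read.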
# GLP-1R agonist: qHTS of GLP-1 Receptor Agonists; Glucagon-like peptide 1 receptor (Homo sapiens), P43220; HEK293 GLP-1R CRE-luciferase, luminescence, 4-6 h; cells express a hypersensitive GLP-1R form; actives 0.007% (n = 380,000); Potency, µM (series often up to 45.6 µM), for inactives: at the highest dose activation, hits mostly activators; note: % of control where 0% means no effect
# Target sequence (P43220 whole entry, looked up): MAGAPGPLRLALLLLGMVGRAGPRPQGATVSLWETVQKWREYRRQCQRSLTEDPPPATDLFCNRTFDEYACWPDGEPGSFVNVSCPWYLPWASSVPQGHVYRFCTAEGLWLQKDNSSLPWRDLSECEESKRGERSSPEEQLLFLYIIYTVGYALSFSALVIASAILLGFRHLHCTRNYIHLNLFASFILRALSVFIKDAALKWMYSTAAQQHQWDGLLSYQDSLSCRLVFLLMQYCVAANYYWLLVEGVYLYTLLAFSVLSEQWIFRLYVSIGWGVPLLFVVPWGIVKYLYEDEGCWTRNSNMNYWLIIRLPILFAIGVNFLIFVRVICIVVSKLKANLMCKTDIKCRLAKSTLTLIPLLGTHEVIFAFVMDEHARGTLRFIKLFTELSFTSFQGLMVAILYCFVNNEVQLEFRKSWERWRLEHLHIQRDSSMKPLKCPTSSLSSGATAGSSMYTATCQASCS
# HT1080NT lethal: qHTS for induction of synthetic lethality in tumor cells producing 2HG: qHTS for the HT-1080-NT fibrosarcoma cell line; AID 686970, 2013; HT-1080-NT fibrosarcoma viability, CellTiter-Glo ATP luminescence, 48 h; Potency, µM (highest dose often 46.1 µM), without a hit: at the top dose activity, negative = less viability, hits mostly cytotoxic; actives 1.6% (n = 360,000);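 note: NT is the 2HG producing partner of a matched IDH1 knockdown line; 0% = DMSO-treated cells and -100% = media-only wells without cells; nearly all actives have a fitted effect of over 55% in size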
#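 Viability of the 2HG-overproducing fibrosarcoma line after 48 hours of compound exposure at 37 degrees C was determined by luminescence with CellTiter-Glo, and concentration-effect curves were then fitted and categorized.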
# KB-3-1 tox: qHTS assay for MDR1-selective chemotherapeutics: Primary screen using the parental adenocarcinoma cell KB-3-1; KB-3-1 viability, CellTiter-Glo ATP luminescence, 72 h; Potency, µM (doses to about 46.1 µM), for the others: at the top dose activity change, negative = cytotoxic, actives largely listed as cytotoxic; actives 1.4% (n = 400,000); note: % is set by controls: 0 for no effect and ±100 for the full control effect; nearly all actives have a fitted effect of over 60% in size
#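 KB-3-1 cells, DMEM (no phenol red) + 10% FBS; compound by pin transfer, 72 h, 37 °C. Readout: CellTiter-Glo luminescence after 10 min. Data normalized, curve-fitted.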
# TDP43 rescue: qHTS of TDP-43 Inhibitors. Potency, µM (titrated, usually from 46.1 µM), for the others: at the highest dose growth rescue (activation), actives largely listed as activators. TDP-43 expressing yeast growth rescue, BacTiter-Glo, 24 h. actives 1.8% (n = 410,000). AID 652104, 2013; note: % of control where 0% means no effect; nearly all actives have a fitted effect of over 50% in size
#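 Galactose-induced TDP-43 yeast, OD600=0.02, compound pinned; 24 hr, 30 deg C; BacTiter-Glo luminescence for growth. Inhibitors of TDP-43 toxicity read as activators.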
# SW480 rerep: A quantitative high throughput screen for small molecules that induce DNA re-replication in SW480 colon adenocarcinoma cells. SW480 DNA re-replication, Hoechst DNA content imaging, 48 h. Potency, µM (doses to about 46.1 µM), for inactives: at the highest dose re-replication activation, most hits filed as activators. actives 1.8% (n = 340,000); note: % of control where 0% means no effect; nearly all actives have a fitted effect of over 55% in size
#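 First, 250 cells per well were seeded. Next, compound or vehicle (23 nL) was pinned in, plates sat 48 hr at 37 C. Finally Hoechst was added for 40 min before fluorescence scanning.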
# GLP-1R inv ag: qHTS of GLP-1 Receptor Inverse Agonists (Inhibition Mode). Glucagon-like peptide 1 receptor (Homo sapiens), P43220. HEK293 GLP-1R CRE-luciferase, luminescence, 24 h; GLP-1R form is constitutively active. Potency, µM (titrated, usually from 38.3 µM), inactives show top-dose activity change, negative = inhibition, most hits filed as inhibitors. actives 1.6% (n = 410,000); note: % is set by controls: 0 for no effect and ±100 for the full control effect; nearly all actives have a fitted effect of over 55% in size
#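 Inverse agonists were sought by their lowering of basal cAMP reporter luciferase output in HEK293 cells stably carrying constitutively active human GLP-1R, after 24 h compound treatment.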
# HEK293 tox: qHTS of GLP-1 Receptor Inverse Agonists: Cytotox Screen. HEK293 cAMP-luciferase reporter cells, luminescence, 24 h. Potency, µM (titrated, usually from 38.3 µM), without a hit: at the top dose activity change, negative = inhibition, hits mostly inhibitors. actives 0.13% (n = 410,000). AID 624418, 2012;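 note: loss of luciferase light is scored as toxicity; % is set by controls: 0 for no effect and ±100 for the full control effect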
#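 Step one: seed cells (200 cells/uL, DMEM with 10% Nu serum, 1% pen-strep). Step two: 12-hour incubation at 37 deg C. Step three: pin 23 nL compound, incubate 24 hr. Step four: add luciferase reagent, read luminescence 12 min later.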
# * hit, by the source's call; ? = inconclusive; . = not tested or not shown; [ ] = another dose, or the depositor's remark. Calls come from the whole dose curve; as a rule, active = well fitted curve in the direction sought with a large enough effect; inconclusive = small, poorly fitted or top-dose-only effect, or another doubt; inactive = no such curve, though single readings can be large; an effect the other way counts as inactive or inconclusive. Potency is the fitted concentration of half-maximal effect. Outcome played no part in choosing rows. About 9.4% of those tested had a hit in this group.
no.	canonical_smiles	HT1080 IDH1KD tx	KB-V1 cytotox	GLP-1R agonist	HT1080NT lethal	KB-3-1 tox	TDP43 rescue	SW480 rerep	GLP-1R inv ag	HEK293 tox
1	CCN(CC)CCNC(=O)Cc1nn(CC)c(=O)c2ccccc12	4.2%	10.7%	-1.7%	10.7%	-8.5%	-4.2%	-1.0%	-8.7%	1.5%
2	COC(=O)C[C@@H]1C[C@@H]2c3cc(NC(=O)Cc4ccncc4)ccc3O[C@@H]2[C@@H](CO)O1	6.0%	0.0%	18.0%	7.3%	16.6%	?	.	3.7%	-22.0%
3	Cc1cc2cc(CNC(=O)C3CC3)ccc2n1C	9.8%	-24.6%	-1.1%	0.3%	12.4%	-1.7%	-5.9%	-9.6%	-24.4%
4	COc1cc(OC)c(NC(c2nnc(-c3ccccc3)o2)c2ccc(F)cc2Cl)cc1Cl (stereo not given)	.	1.0%	.	.	-27.3%	8.8%	.	?	0.8%
5	CCN(CC)S(=O)(=O)c1cccc(NC2=NCC(C)S2)c1 (stereo not given)	-16.3%	-25.5%	8.2%	-15.3%	-8.7%	.	?	4.9%	2.2%
6	CC(C)C(OC(=O)c1cccs1)C(=O)NCc1cccs1 (stereo not given)	1.0%	6.9%	1.6%	0.7%	19.6%	0.0%	0.0%	?	4.4%
7	COCCNC(=S)N/N=C(\C)c1ccccc1F	21.4%	-9.0%	6.6%	13.1%	-0.6%	0.0%	-11.1%	?	?
8	Cc1ccc2oc(=O)n(CC(=O)OC(C)C)c2c1	12.2%	-1.9%	2.0%	6.0%	-1.6%	6.7%	-4.8%	-2.3%	-5.4%
9	COCCCn1c(=N)c(C(=O)NCc2ccco2)cc2c(=O)n3ccccc3nc21	.	-17.2%	2.2%	.	-10.8%	0.7%	.	16.1%	41.3%[activator]
10	O=C(Nc1nc2ccccc2s1)c1ccc(N2CCCCC2)c([N+](=O)[O-])c1	-9.5%	-31.7%	-16.2%	-20.4%	-10.1%	9.9%	2.7%	?	?
11	CCCCCCCCCc1conc1C(=O)/C=C/c1ccco1	1.8%	-1.6%	.	3.5%	-13.8%	14.3%	.	6.9%	-9.6%
12	O=C(NCc1ccccc1)NC1(C(=O)N2CCN(c3ccccc3)CC2)CCCCC1	0.7%	3.9%	-8.9%	1.8%	-19.9%	8.0%	5.5%	-2.3%	-18.1%
13	O=C(NCc1cccc(C(F)(F)F)c1)c1ccc2c(c1)OCO2	-7.3%	9.9%	6.4%	3.9%	0.0%	0.0%	?	?	-8.7%
14	CCCCn1c(=O)c2c(O)cc(=O)oc2c2ccccc21	6.9%	4.61µM*	-0.7%	0.6%	-0.3%	-48.2%[inhibitor]	-9.8%	-19.6%	-4.8%
15	CCc1cccc(NS(=O)(=O)c2ccc3c(c2)CCC(=O)N3)c1	-9.7%	1.0%	7.8%	-25.2%	-6.8%	-7.2%[9.22 µM]	-2.5%	15.5%	4.0%
16	CCC(=O)N1CCc2cc(S(=O)(=O)CCC(=O)Nc3ccc(OC(F)(F)F)cc3)ccc21	.	0.0%	-1.7%	.	2.0%	11.4%	.	-7.6%	-2.6%
17	CCCCNC(=O)CSc1c2c(nc3ccc(Cl)cc13)CCCC2	.	11.8%	.	.	-2.1%	?	.	-26.6%	-12.3%
18	COc1cccc(-c2nnn(CC(=O)N3CCCCC3)n2)c1	4.3%	0.0%	1.2%	11.9%	14.1%	-2.6%	-3.2%	15.1%	-16.4%
19	COc1ccccc1C(=O)NC(=O)COC(=O)CCNS(=O)(=O)c1ccccc1	13.3%	13.1%	-0.6%	14.5%	6.2%	-2.8%	-7.3%	15.6%	-11.4%
20	CC(=O)N/C(=C\c1ccccc1)C(=O)OCC(=O)NC(=O)c1ccccc1	20.1%	0.0%	7.9%	12.5%	3.5%	-10.8%	?	63.5%[activator]	6.4%
21	Nc1cc(Cc2ccccc2)ccc1O	-3.7%	18.4µM*	1.3%	-0.1%	-10.4%	16.0%	10.2%	175.0%[activator]	-12.9%
22	CCS(=O)(=O)N1CCC2(CC1)OC(=O)C(C)=C2C(=O)NCc1ccccc1C	.	-0.4%	.	.	9.5%	20.0%	.	3.2%	-0.8%
23	CCCC(O)(CCC)C(=O)NN1CCCCC1	3.6%	2.6%	-12.9%	24.4%	16.0%	0.1%	-1.1%	21.8%	9.0%
24	O=S(=O)(/N=C(\[O-])C[n+]1ccccc1)c1ccc(Cl)cc1	23.5%	16.1%	6.9%	25.7%	-8.0%	-20.5%	-72.6%[inhibitor]	2.1%	1.9%
25	Cc1nc2ncccn2c1-c1csc(Nc2ccc(O)cc2)n1	?	-11.6%	35.5%	-5.7%	14.6µM*	-15.1%	8.2%	16.4%	-36.7%
26	CCCCNC(=O)O/N=C(\N)CS(=O)(=O)C(C)(C)C	-2.9%	16.8%	4.1%	-1.8%	17.1%	21.5%	12.2%	15.4%	-0.2%
27	COC(=O)Nc1nc(C)c(C(=O)N(C)C)s1	12.2%	9.2%	-5.5%	9.8%	5.5%	3.2%	1.4%	6.2%	-5.9%
28	Nc1ncnc2c1ncn2[C@@H]1O[C@H](C(=O)NS(=O)(=O)c2cccc(F)c2)[C@@H](O)[C@H]1O	4.8%	5.0%	-5.9%	2.8%	0.0%	14.9%	.	24.8%	-3.3%
29	CN(C)S(=O)(=O)c1ccc2c(c1)c(=O)c(C(=O)N1CCN(c3ccccn3)CC1)cn2C	-1.2%	0.6%	-5.8%	0.3%	-2.6%	-8.3%	-3.5%	-15.4%	1.7%
30	COc1ccc(C(=O)Oc2ccc(C3NC(=O)c4c(sc5c4CCN(C)C5)N3)cc2OC)cc1 (stereo not given)	.	31.0%	.	.	-1.8%	9.5%	.	2.6%	27.0%

# 3 entries out of the list above, arranged by their value in GLP-1R inv ag, falling.
cpd	molecule	GLP-1R inv ag
23	CCCC(O)(CCC)C(=O)NN1CCCCC1	21.8%
5	CCN(CC)S(=O)(=O)c1cccc(NC2=NCC(C)S2)c1 (stereo not given)	4.9%
2	COC(=O)C[C@@H]1C[C@@H]2c3cc(NC(=O)Cc4ccncc4)ccc3O[C@@H]2[C@@H](CO)O1	3.7%

# (further entries)
no.	canonical_smiles	HT1080 IDH1KD tx	KB-V1 cytotox	GLP-1R agonist	HT1080NT lethal	KB-3-1 tox	TDP43 rescue	SW480 rerep	GLP-1R inv ag	HEK293 tox
31	COc1cc(C(=O)NCC(=O)Nc2c(C)cccc2C)ccc1OCC(=O)N1CCOCC1	1.8%	2.2%	-7.8%	13.2%	0.0%	11.5%	-5.4%	-9.5%	-1.6%
32	CC1(C)COC(c2ccc3c(c2)OCO3)OC1	7.6%	?	13.1%	-1.9%	-2.7%	-14.8%	2.8%	1.4%	1.8%
33	Cc1cccc(/C=N/NC(=O)c2cccc([N+](=O)[O-])c2)n1	-1.7%	1.2%	7.7%	1.3%	-1.5%	0.0%	?	15.7%	-26.8%
34	Cc1c(NC(=O)COC(=O)C2(c3ccccc3F)CCCC2)c(=O)n(-c2ccccc2)n1C	-3.4%	-2.9%	11.8%	1.1%	1.4%	-4.7%	-2.2%	-17.0%	-3.5%
35	Cc1nn(C)c(C)c1S(=O)(=O)N1CCC(C(=O)NC2CCCc3ccccc32)CC1 (stereo not given)	3.3%	5.6%	10.4%	0.0%	4.1%	13.9%	-4.1%	-0.3%	1.6%
36	CCOc1ccccc1NC(=O)c1oc2ccccc2c1NC(=O)C1CCCO1 (stereo not given)	9.3%	20.6µM*	2.2%	15.8%	-6.8%	-1.1%[9.22 µM]	6.8%	10.3%	-1.1%
37	CN(C)c1ccc(CNC(=O)c2cc(S(=O)(=O)N3CCOCC3)cn2C)cc1	1.0%	-4.2%	-6.2%	25.0%	3.9%	6.0%	6.0%	0.3%	1.0%
38	Cc1ccccc1C(O)c1ccccn1 (stereo not given)	3.8%	?	-13.3%	4.5%	3.1%	-22.1%	-5.6%	0.0%	5.8%
39	COc1ccc(C(=O)CSc2nc3cccnc3n2C)cc1	-18.4%	0.0%	-5.3%	-9.8%	-2.2%	-5.1%	-4.2%	13.9%	5.2%
40	COc1ccccc1N(CC(O)CN1C(=O)NC(C)(C)C1=O)S(=O)(=O)c1ccc(C)cc1 (stereo not given)	-2.0%	-13.4%	8.6%	1.3%	-9.6%	-10.5%	1.0%	8.7%	0.9%
41	CCOC(=O)C(NC(=O)c1ccc(F)cc1)(Nc1sc2c(c1C(N)=O)CCC2)C(F)(F)F (stereo not given)	-0.9%	19.4%	1.7%	-1.5%	-0.9%	3.7%	-3.7%	20.3%	-6.9%
42	Cc1ccc(S(=O)(=O)c2nc(-c3ccco3)oc2N2CCC(C)CC2)cc1	-4.8%	?	8.7%	-2.3%	-1.5%	-21.1%	?	?	-7.7%
43	C(#Cc1ccc2c(c1)COc1c3ccccc3nn1-2)c1ccccc1	12.7%	-13.9%	2.0%	13.1%	-7.9%	26.5%	-6.3%	6.7%	0.0%
44	COc1ccc2oc(=O)c(C(=O)NCC3CCCO3)cc2c1 (stereo not given)	3.9%	1.8%	0.1%	12.6%	8.0%	7.6%	-1.9%	2.5%	61.6%[activator]
45	Cc1cc(C)c(NC(=O)CSc2nc3ncc(Cl)cc3[nH]2)c(C)c1	1.6%	-22.2%	2.8%	22.5%	-7.9%	0.8%	5.5%	18.3%	-5.9%
46	CC1=CC(=O)C=C/C1=C(/c1ccc(O)cc1C)c1ccccc1S(=O)(=O)O	26.8%	27.7%	-2.8%	4.9%	2.2%	-1.5%	2.8%	-8.0%	-35.6%

# Screens deposited in PubChem by National Center for Advancing Translational Sciences (NCATS).
